Compound activity from PubChem BioAssay.
G9a block: G9a (human) methyltransferase inhibition. G9a H3K9 monomethylation, AlphaScreen, 2 h. Potency, µM (titrated, usually from 102 µM), for the others: at the highest dose activity, negative = inhibition, most hits filed as inhibitors. 8.8% of 350,000 active. AID 504332; further: on the % scale 0 is the no-effect control and ±100 the full control effect; nearly all actives have a fitted effect of over 75% in size
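Chemiluminescent proximity detection of H3K9 monomethylation, read after 10 min bead incubation in the dark. Reaction: 20 nM G9a, 500 nM biotin-H3K9 peptide, 20 uM SAM cofactor, 2 h, room temperature, following 15 min enzyme-compound preincubation.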
BLM inh: blocks DNA unwinding by human BLM helicase; recombinant BLM DNA unwinding, fluorescence dequenching; AID 2528; Potency, µM (titrated, usually from 56.1 µM), for the others: top-dose activity change, negative = inhibition, actives largely listed as inhibitors; 0.2% of 350,000 active;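 further: plate controls were vehicle for no effect and no enzyme for full effect; nearly all actives have a fitted effect of over 35% in size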
APE1 inh: blocks human APE1 abasic DNA cleavage; P27695; recombinant APE1, TAMRA/BHQ-2 abasic DNA cleavage fluorescence; Potency, µM (doses to about 65.8 µM), for the others: at the highest dose activity change, negative = inhibition, hits mostly inhibitors; 0.35% of 350,000 active;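 further: plate controls were vehicle for no effect and reference inhibitor for full effect; nearly all actives have a fitted effect of over 55% in size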
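Step 1: APE1 (0.75 nM) with compound, 15 min RT. Step 2: add 50 nM fluorophore/quencher THF duplex. Step 3: three fluorescence reads 60 s apart (525/598 nm); read 3 minus read 1 = reaction progress.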
Pol beta inh: inhibitors of human DNA polymerase beta. AID 485314. Pol beta primer extension/strand displacement, fluorescence kinetic. Potency, µM (highest dose often 114 µM), inactives show at the highest dose activity change, negative = inhibition, usual class: inhibitors. P06746. 1.3% of 340,000 active; further: on the % scale 0 is the no-effect control and ±100 the full control effect
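Curves were derived by four-parameter Hill fits of normalized qHTS data. The kinetic fluorescent primer-extension read was taken at 0 and 10 min after 50 nM substrate, following a 15 min room-temperature preincubation of 10 nM enzyme with compounds.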
POLI inh: DNA polymerase iota (human) inhibition | Pol iota fluorescent replication assay, 10 min | Potency, µM (titrated, usually from 115 µM), for inactives: at the top dose activity, negative = inhibition, actives largely listed as inhibitors | 1% of 390,000 active
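Pol iota at 10 nM preincubated 15 min with compounds at room temperature; reaction started with fluorescent substrate, 50 nM final. Fluorescence read kinetically at 0 and 10 min; buffer-only wells as negative control.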
POLH inh: inhibitors of human DNA polymerase eta. Potency, µM (highest dose often 114 µM), for inactives: at the highest dose activity change, negative = inhibition, actives largely listed as inhibitors. recombinant Pol eta, fluorescent DNA replication assay. 1.2% of 390,000 active. AID 588591; further: on the % scale 0 is the no-effect control and ±100 the full control effect
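Pol eta at 10 nM preincubated with compounds 15 min at room temperature; reaction started with fluorescent substrate (50 nM final) and read kinetically at 0 and 10 min.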
BAZ2B inh: inhibitors of human BAZ2B bromodomain | Q9UIF8 | AlphaScreen BAZ2B-H3K14Ac peptide displacement | Potency, µM (titrated, usually from 114 µM), for the others: at the top dose activity change, negative = inhibition, most hits filed as inhibitors | 4.4% of 360,000 active | AID 504333; further: on the % scale 0 is the no-effect control and ±100 the full control effect; nearly all actives have a fitted effect of over 60% in size
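AlphaScreen luminescence quantifies BAZ2B engagement of H3K14Ac peptide; the protein and biotinylated peptide are both at 50 nM final, buffer PBS pH 7.4 with 0.01% Tween-20, all steps at room temperature.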
JMJD2A Tudor inh: JMJD2A Tudor domain (human) inhibition; O75164; AlphaScreen JMJD2A-Tudor / H3K4me3 peptide binding; Potency, µM (series often up to 114 µM), for the others: at the top dose activity change, negative = inhibition, hits mostly inhibitors; 4.4% of 390,000 active; AID 504339; further: on the % scale 0 is the no-effect control and ±100 the full control effect; nearly all actives have a fitted effect of over 50% in size
Target sequence (O75164 whole entry, looked up, the tested form may be a part): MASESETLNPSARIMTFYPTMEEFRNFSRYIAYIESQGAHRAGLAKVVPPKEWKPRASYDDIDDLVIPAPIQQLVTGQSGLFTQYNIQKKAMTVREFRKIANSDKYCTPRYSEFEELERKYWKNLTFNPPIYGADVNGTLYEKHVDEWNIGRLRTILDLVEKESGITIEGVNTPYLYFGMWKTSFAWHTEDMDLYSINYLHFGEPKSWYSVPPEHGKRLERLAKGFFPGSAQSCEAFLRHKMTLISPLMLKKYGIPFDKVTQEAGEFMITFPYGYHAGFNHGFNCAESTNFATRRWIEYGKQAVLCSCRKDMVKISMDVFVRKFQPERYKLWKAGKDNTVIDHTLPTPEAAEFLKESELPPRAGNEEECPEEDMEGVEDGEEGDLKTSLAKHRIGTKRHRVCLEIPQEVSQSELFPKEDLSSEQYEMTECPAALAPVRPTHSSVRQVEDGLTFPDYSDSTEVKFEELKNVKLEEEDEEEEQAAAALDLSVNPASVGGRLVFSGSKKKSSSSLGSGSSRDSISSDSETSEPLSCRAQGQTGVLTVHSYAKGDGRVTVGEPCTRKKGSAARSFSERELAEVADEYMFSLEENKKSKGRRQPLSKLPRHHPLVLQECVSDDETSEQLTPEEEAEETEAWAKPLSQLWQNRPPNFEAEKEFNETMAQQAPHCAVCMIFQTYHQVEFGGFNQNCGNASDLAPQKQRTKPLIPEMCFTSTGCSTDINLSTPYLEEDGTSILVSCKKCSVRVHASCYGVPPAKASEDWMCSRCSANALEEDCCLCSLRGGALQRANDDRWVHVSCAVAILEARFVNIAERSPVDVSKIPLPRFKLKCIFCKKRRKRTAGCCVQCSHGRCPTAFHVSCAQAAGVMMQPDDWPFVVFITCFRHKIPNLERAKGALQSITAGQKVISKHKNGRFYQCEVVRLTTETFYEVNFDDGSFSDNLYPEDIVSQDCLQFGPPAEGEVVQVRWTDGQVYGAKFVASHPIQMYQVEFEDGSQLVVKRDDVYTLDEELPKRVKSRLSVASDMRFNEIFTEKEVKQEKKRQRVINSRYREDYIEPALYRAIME
Pol kappa inh: blocks human DNA polymerase kappa activity. purified Pol kappa, fluorescent DNA synthesis assay, 10 min. Potency, µM (doses to about 107 µM), without a hit: at the top dose activity, negative = inhibition, actives largely listed as inhibitors. 0.53% of 400,000 active. AID 588579; further: on the % scale 0 is the no-effect control and ±100 the full control effect
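Here, compound and 10 nM enzyme are combined for 15 min at room temperature; adding 50 nM substrate (final) starts DNA synthesis, tracked by fluorescence at 0 and 10 min against buffer-only wells.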
Active calls of the source: *; ? = inconclusive; nt = not tested or not shown; [ ] = dose if it differs, or a comment. The call rests on the fitted dose curve; in most records, active means well fitted curve in the direction sought with a large enough effect; inconclusive means small, poorly fitted or top-dose-only effect, or another doubt; inactive means no such curve, though single readings can be large; an effect the other way counts as inactive or inconclusive. Potency means the concentration at half of the fitted maximal effect. An excerpt (hit frequency here may not be typical).

| # | smiles | Pol beta inh | BLM inh | APE1 inh | POLH inh | G9a block | JMJD2A Tudor inh | BAZ2B inh | POLI inh | Pol kappa inh |
| --- | --- | --- | --- | --- | --- | --- | --- | --- | --- | --- |
| 1 | Cc1nnc(NC(=O)CC(C)c2ccccc2)s1 (stereo not given) | -1% | 0% | -3% | -5% | nt | 8% | 8% | -8% | 6% |
| 2 | COc1cccc(C(=O)N2CCn3c2nc2ccccc23)c1 | 34% | 2% | 25% | 10% | nt | -4% | -14% | 14% | 1% |
| 3 | CCc1nc2c(C#N)c(-c3ccc(Cl)cc3)ccn2n1 | 8% | -4% | 20% | -4% | 13%[12.7 µM] | 0% | 7% | 29% | 4% |
| 4 | COc1cccc(NC(=O)CN2C(=O)CC(c3ccco3)Sc3ccccc32)c1 (stereo not given) | 7% | -9% | nt | -24% | ? | ? | ? | ? | -18% |
| 5 | Cc1ccc2c(CC(=O)NC3CCS(=O)(=O)C3)coc2c1C (stereo not given) | 1% | 1% | -8% | -16% | 19% | 17% | -5%[57.1 µM] | -12% | 4% |
| 6 | CCCc1nc2oc3ccccc3c(=O)c2c(=O)n1-c1ccccc1 | -3% | 0% | -1% | 0% | nt | -12% | 1% | 126%[activator] | 5% |
| 7 | CCOC(=O)CNC(=O)CSc1nnc(Cn2cnc3ccccc32)n1C | 32% | 1% | -2% | -12% | -3%[12.7 µM] | -10% | -2% | 23% | 2% |
| 8 | COc1ccc(C(=O)NC(C)c2nnc(SCC(=O)Nc3nc4ccccc4s3)n2C)cc1 (stereo not given) | 4% | 2% | -4% | -17% | 15%[59 µM] | -4% | 3% | -3% | 2% |
| 9 | COc1ccc(C(=O)Nc2ccc3ccccc3c2)c(OC)c1 | 1% | -7% | 10% | -15% | 53%[activator] | 21% | 11% | 85%[activator] | -1% |
| 10 | O=C(c1sc2ccccc2c1Cl)N1CCN(c2ccc(F)cc2)CC1 | 23% | -8% | -7% | -5% | -9% | -30% | -29% | -22% | -15% |
| 11 | CCOP(=O)(OCC)C(NC(=O)Nc1ccccc1)c1ccccc1 (stereo not given) | -5%[57.1 µM] | 5% | 1% | -11% | -5% | 3% | 4% | 5% | -12% |
| 12 | CCNC(=S)/N=C(/Nc1ccccc1)Nc1nc(C)cc(C)n1 | -3% | 2% | -1% | -10% | nt | -24% | ? | 35%[activator] | -7% |
| 13 | COc1ccc(NC(=O)CSc2nc(N)c(C#N)cc2C#N)cc1 | 28% | -10% | 10% | -15% | ? | -8% | -2% | 51%[activator] | 15% |
| 14 | CCCN(CC1CC1)C(=S)NC(=O)c1ccc(S(=O)(=O)N2CCOCC2)cc1 | -17% | 0% | -3% | -15% | 28µM* | -20% | nt | 31%[activator] | -5% |
| 15 | CCCSc1nc(-c2ccccc2)cc(C(F)(F)F)c1C#N | 20% | -9% | 15% | -20% | nt | 88%[activator] | 79%[activator] | 28% | -6% |
| 16 | CC(C)C(c1nnnn1Cc1ccc(F)cc1)N1CCSCC1 (stereo not given) | 6% | 1% | 5% | -15% | 14%[59 µM] | -4% | -5% | 23% | -10% |
| 17 | CCOC(=O)CSc1nnc(-c2ccc(Cl)cc2Cl)o1 | -11% | -2% | 0% | -10% | -28%[59 µM] | 10%[57.1 µM] | 42%[activator] | 12% | -9% |
| 18 | CCn1c(SCC(=O)Nc2sccc2C(N)=O)nnc1C1CC1 | nt | nt | 22% | -9% | -8%[12.7 µM] | -23% | -6% | 56µM* | ? |
| 19 | COc1ccc(NC(=O)c2ccco2)cc1S(=O)(=O)N1CCCCC1 | 0% | -5% | 1% | -8% | 17% | -19% | -12% | -8% | -3% |
| 20 | Cc1cccc(NC(=O)CCN2CCN(C/C=C/c3ccccc3)CC2)c1 | -1% | 0% | 8% | 5% | -27%[12.7 µM] | -32% | -20% | ? | -17% |
| 21 | CC(Oc1cccc(Br)c1)C(=O)NNC(=O)CCNC(=O)c1ccccc1Cl (stereo not given) | nt | nt | -8% | -5% | -8%[59 µM] | -8% | 6% | ? | -9% |
| 22 | COc1ccc(OC)c(CNC(=O)C2CCCN(c3ncnc4onc(-c5ccc(F)cc5)c34)C2)c1 (stereo not given) | -2% | 1% | nt | -27% | 6%[59 µM] | 4% | 11%[57.1 µM] | -18% | -12% |
| 23 | COc1ccc(CCNC(=O)CSc2c[nH]c3ccccc23)cc1OC | 30% | 2% | -3% | -12% | ? | -21% | nt | 20% | -5% |
| 24 | CCOc1ccc(NC(=O)CN(c2ccc([N+](=O)[O-])cc2)S(=O)(=O)c2ccccc2)cc1 | 13% | -5% | 27% | -21% | -10%[59 µM] | -28% | ? | 0% | 2% |
| 25 | CC(=O)c1c(C)[nH]c(C(=O)CSc2ncnc3sc(-c4ccccc4)cc23)c1C | 1% | -7% | 2% | ? | -6%[59 µM] | -10% | 6% | 16% | -4% |
| 26 | CCOc1nc(-c2ccccc2)ncc1Oc1ccccc1 | nt | nt | nt | 1% | nt | 136%[activator] | nt | 18% | -11% |
| 27 | COc1cccc(-n2nnc3c(=O)n(CC(=O)N4CCCCC4)cnc32)c1 | 5% | -1% | -1% | 0% | -2%[59 µM] | -24% | 10% | 10% | -6% |
| 28 | COc1cc(OC)c(C(=O)Nc2ncn[nH]2)cc1OC | nt | nt | nt | 3% | nt | 50µM* | nt | 31%[activator] | 1% |
| 29 | COc1ccc(N2CC(C(=O)Nc3ccc(N4CCOCC4)cc3)CC2=O)cc1 (stereo not given) | 10% | -8% | -8% | 3% | ? | -15%[57.1 µM] | -1% | 7% | 1% |
| 30 | CC1(C)CC(=O)C(C2c3ccccc3Oc3ccccc32)C(=O)C1 | -7% | 1% | -2% | -22% | 5%[59 µM] | -11% | -2% | 18% | -13% |
| 31 | Cc1ccccc1C(=O)N/C(=C/c1ccc(-c2cccnc2Cl)o1)C(=O)NCCCN1CCN(C)CC1 | 2% | -9% | 1% | -8% | 7%[59 µM] | -9% | 0% | 1% | 1% |
| 32 | C#CCNC(=O)C1=C[C@@H](C2CCCCC2)[C@H](CCCO)[C@@H](OCC)O1 | -3% | -6% | 3% | -9% | 13%[12.7 µM] | -13% | -3% | 23% | 11% |
| 33 | CC(=O)c1ccc(N2CCN(S(=O)(=O)c3ccc4c(c3)NC(=O)CO4)CC2)cc1 | 30% | 1% | -12% | 5% | nt | -5% | -2% | -14% | -3% |
| 34 | CCC(=O)Nc1nc(C)nc(C)c1C(C)=O | 15% | -2% | 2% | -1% | 45µM* | -16% | -21% | 32%[activator] | -7% |
| 35 | CCN1CCCC(NC(=O)c2scc3c2CCCC3)C1 (stereo not given) | 11% | 2% | 8% | -14% | -15% | -10% | -1% | 26% | 2% |
| 36 | Cc1sc(NC(=O)C2C3CCC(C3)C2C(=O)O)c(C(N)=O)c1-c1ccc(C(C)(C)C)cc1 (stereo not given) | 0% | -4% | 0% | -17% | ? | -14% | -29% | 135%[activator] | -10% |
| 37 | Cn1c(=O)c2c(n3ncnc13)NC(=O)CC2c1cccc(F)c1 (stereo not given) | -2% | -1% | nt | 4% | ? | -14% | -21% | -2% | -10% |
| 38 | O=C(c1ccc2c(=O)n(CC3CCCO3)c(=S)[nH]c2c1)N1CCN(c2ccccc2)CC1 (stereo not given) | 20% | -4% | 6% | 5% | -3% | -23% | 4% | 2% | -5% |
| 39 | COc1ccc(CNC(=O)c2c(O)c3cc(OC)c(OC)cc3[nH]c2=O)cc1OC | 3% | -12% | -5% | -17% | nt | -18% | 0% | 106%[activator] | -10% |
| 40 | O=C(O)CCC(=O)N1N=C(c2ccccc2)CC1c1ccc2c(c1)OCO2 (stereo not given) | 2% | -2% | 31% | 8% | 20% | -10% | -14% | 9% | -6% |
| 41 | Cc1ccc(-c2nnc(-c3ccncc3)n2-c2ccc(C)cc2)cc1 | 37% | -4% | -3% | -6% | 11% | -10% | 7% | 3% | 0% |
| 42 | CCC1CCCCN1CCN1C(=O)C2C(C(=O)Nc3ccc(OC)cc3)C3C=CC2(O3)C1C(=O)NC1CCCCC1 (stereo not given) | 19% | 0% | -16% | 9% | ? | -16% | 0% | 3% | -11% |
| 43 | CCCCN(C)CCCNC(=O)c1cc(=O)[nH]c2ccc(S(=O)(=O)N3CCCCC3)cc12 | 0% | 2% | nt | 1% | 6%[59 µM] | -9% | 7% | 21% | -10%[60.1 µM] |
| 44 | COc1cc(/C=C/C(=O)OCC(=O)Nc2cc(S(=O)(=O)N(C)C)ccc2Cl)ccc1O | 37% | -4% | -4% | -11% | 6%[59 µM] | 3% | 2% | 42%[activator] | -10% |
| 45 | Cc1ccc(OCC(=O)Nc2ccncc2)c(C)c1 | 34% | 1% | 9% | -20% | 11%[59 µM] | -1% | 1% | 46%[activator] | 1% |
| 46 | COc1ccc(N/C=C/C(=O)c2ccc(Cl)cc2)cc1 | 16% | -3% | -5% | -9% | 12%[59 µM] | -1% | -2% | 6% | -10% |
| 47 | c1ccc2sc(N3CCCCC3)nc2c1 | nt | nt | nt | -10% | nt | 23% | nt | 9% | -7% |

Structural class, those above containing a Cl atom.
| # | smiles | Pol beta inh | BLM inh | APE1 inh | POLH inh | G9a block | JMJD2A Tudor inh | BAZ2B inh | POLI inh | Pol kappa inh |
| --- | --- | --- | --- | --- | --- | --- | --- | --- | --- | --- |
| 3 | CCc1nc2c(C#N)c(-c3ccc(Cl)cc3)ccn2n1 | 8% | -4% | 20% | -4% | 13%[12.7 µM] | 0% | 7% | 29% | 4% |
| 10 | O=C(c1sc2ccccc2c1Cl)N1CCN(c2ccc(F)cc2)CC1 | 23% | -8% | -7% | -5% | -9% | -30% | -29% | -22% | -15% |
| 17 | CCOC(=O)CSc1nnc(-c2ccc(Cl)cc2Cl)o1 | -11% | -2% | 0% | -10% | -28%[59 µM] | 10%[57.1 µM] | 42%[activator] | 12% | -9% |
| 21 | CC(Oc1cccc(Br)c1)C(=O)NNC(=O)CCNC(=O)c1ccccc1Cl (stereo not given) | nt | nt | -8% | -5% | -8%[59 µM] | -8% | 6% | ? | -9% |
| 31 | Cc1ccccc1C(=O)N/C(=C/c1ccc(-c2cccnc2Cl)o1)C(=O)NCCCN1CCN(C)CC1 | 2% | -9% | 1% | -8% | 7%[59 µM] | -9% | 0% | 1% | 1% |
| 44 | COc1cc(/C=C/C(=O)OCC(=O)Nc2cc(S(=O)(=O)N(C)C)ccc2Cl)ccc1O | 37% | -4% | -4% | -11% | 6%[59 µM] | 3% | 2% | 42%[activator] | -10% |
| 46 | COc1ccc(N/C=C/C(=O)c2ccc(Cl)cc2)cc1 | 16% | -3% | -5% | -9% | 12%[59 µM] | -1% | -2% | 6% | -10% |
